High-throughput results (PubChem)
KOR beta-arrestin-1: KOR agonists, beta-arrestin recruitment, primary screen, cell-based, luminescence, uHTS (AID 1777); KOR beta-arrestin recruitment, luminescence; higher % means a stronger effect; one-dose activation, % at 10 µM; EC50 in µM for titrated hits; actives 0.02% (n = 280,000); in the data active means activation above about 50%, passing the limit was not always enough; further: a part of the inactive calls stands beside numbers as strong as those of hits
NOD2 inhibition: inhibition of NOD2-driven NF-kB reporter – cell-based, luminescence, uHTS, HEK293 (AID 1566); HEK293 NOD2/NF-kB luciferase reporter, luminescence; higher % means a stronger effect; actives 0.63% (n = 290,000); one-dose inhibition, % at 4 µM; EC50 in µM for titrated hits; further: many of its hits are not listed in these tables
M1AAP inhibition: P. falciparum M1AAP inhibitors, biochemical, fluorogenic H-Leu-NHMec substrate, 1536-well (AID 1445). recombinant M1AAP, H-Leu-NHMec fluorogenic kinetic assay; higher % means a stronger effect. one-dose inhibition, % at 30 µM; IC50 in µM for titrated hits. actives 0.42% (n = 220,000);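 active means primary inhibition above the hit cutoff, then over 50% inhibition at one or more dose response concentrations, cut at about 23% in these data, passing the limit was not always enough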;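 further: plate controls were DMSO full reaction for no effect and no enzyme background for full effect; strong numbers were not always called active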
P. falciparum M17LAP: P. falciparum M17LAP inhibitors, primary screen, biochemical, fluorogenic H-Leu-NHMec substrate, 1536-well (AID 1619); recombinant M17LAP, H-Leu-NHMec fluorogenic kinetic assay; higher % means a stronger effect; one-dose inhibition, % at 30 µM; IC50 in µM for titrated hits; actives 0.38% (n = 220,000);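 active means compound inhibiting the enzyme by more than half at any dose during confirmatory dose-response retesting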;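 further: plate controls were full reaction with DMSO carrier for no effect and no enzyme background for full effect; strong numbers were not always called active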
Dynein transport: blocks dynein driven cargo transport along microtubules | 3617.4 mouse cells, GR-EGFP nuclear translocation imaging; test concentration mostly 20 µM; stimulated with dexamethasone, 1 µM; hits give low values | z-score, hits read low | actives 0.47% (n = 220,000);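 active means plate z-score of nuclear minus cytoplasmic receptor signal below a set negative limit, without overly bright fluorescence or cell loss, cut at about -3.5 in these data, passing the limit was not always enough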;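 further: z-score of nuclear minus cytoplasmic ring GR-EGFP intensity difference per well; some compounds called inactive have numbers as strong as hits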
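Buffer or medium: tetracycline-free induction medium containing charcoal-stripped FBS / Reagent: dexamethasone agonist, 1.0 µM final, for 30 min / Technique: automated 10x imaging of fixed Hoechst-stained cells / Times: induction 48 h, compound 1 h, agonist 30 min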
AID2073: inhibitors of Mint1-CaV2.2 protein interaction, biochemical, HTRF (AID 2073). one-dose inhibition, % at 20 µM; IC50 in µM for titrated hits. HTRF protein-protein interaction, Mint1-CaV2.2; higher % means a stronger effect. actives 0.19% (n = 290,000); in the data active means inhibition mostly above about 51%, no sharp cut-off; further: some results filed as inactive read as strong as hits
NOD1 inhibition: inhibition of NOD1-driven NF-kB reporter – cell-based, luminescence, uHTS, primary screen (AID 1578). NOD1-driven NF-kB luciferase reporter cells, luminescence; higher % means a stronger effect. inhibition, % at 4 µM, or EC50 in µM where a hit was titrated. actives 1% (n = 290,000); in the data active means inhibition mostly above about 36%, no sharp cut-off; inactive means mostly below about 34%;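 further: HEK-293T reporter cells stimulated with the NOD1 agonist gamma-tri-DAP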
KOR beta-arrestin-2: kappa opioid receptor blockers – cell-based, luminescence, uHTS (AID 1778); KOR beta-arrestin recruitment, luminescence, antagonist mode; higher % means a stronger effect; inhibition, % at 10 µM; hits with a dose series show IC50 in µM; actives 0.091% (n = 290,000); further: strong numbers were not always called active
GPR55 beta-arrestin: selective activators of receptor GPR55 – imaging, U2OS cells, beta-arrestin-GFP redistribution, primary screen (AID 1961); U2OS GPR55 beta-arrestin-GFP redistribution imaging; higher % means a stronger effect; activation, % at 10 µM; hits with a dose series show EC50 in µM; actives 0.048% (n = 290,000);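 active means activation above 40% with more than 50 cells counted in the well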;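 further: U2OS osteosarcoma cells stably expressing GPR55 and beta-arrestin-GFP; plate controls were DMSO negative control for no effect and LPI positive control for full effect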
Dynein transport cytoplasmic EGFP: recorded beside Dynein transport, whose call it bears; z-score; measured here: cytoplasmic GR-EGFP intensity; hits give high values
Dynein transport nuclear GR-EGFP: also measured in Dynein transport; calls as there; z-score; measured here: nuclear GR-EGFP intensity;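 lower value marks the stronger effect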
Dynein transport cell count: further read-out of Dynein transport, marked with its call; z-score; measured here: cell count per field
* hit, by the source's call; x = not tested or not shown; [ ] = remark or other dose. Unless noted, no stated cut-off is given here; in the data, active means inhibition above about 50%; inactive means the rest.

cpd	GPR55 beta-arrestin	AID2073	P. falciparum M17LAP	Dynein transport nuclear GR-EGFP	Dynein transport cell count	NOD2 inhibition	KOR beta-arrestin-2	NOD1 inhibition	M1AAP inhibition	Dynein transport cytoplasmic EGFP	KOR beta-arrestin-1	Dynein transport	molecule
1	0.0%	3%	x	x	x	12%	-10%	10%	x	x	-1.5%	x	CC(C)Cc1ccc(CN2CCCC(NC(=O)c3nn(C)c(=O)c4ccccc34)C2)cc1 (stereo not drawn)
2	0.1%	7%	8%	-0.17	0.41	11%	-4%	-27%	1%	-0.26	-2.8%	-0.81	CCOC(=O)c1cnc(-c2cccc(OC)c2)[nH]c1=O
3	0.6%	18%	14%	0.46	-0.31	-23%	-55%[20 µM]	-13%	22%	-0.23	-2.3%	-0.38	O=C(O)c1cccc(-n2cccc2/C=C2\NC(=O)N(Cc3ccc(F)cc3)C2=O)c1
4	-0.1%	-44%	6%	-0.11	-0.18	35%	-3%	27%	-1%	-0.18	-4.0%	-0.049	CCOc1cc(NC(=S)Nc2cccc(C)c2)c(OCC)cc1NC(=O)CC(C)C
5	0.0%	0%	3%	-0.29	1.1	2%	1%	-22%	3%	-0.13	4.6%	-1	COc1ccc(CNC(=O)C/C(C)=N/NC(=O)C(c2ccccc2)c2ccccc2)cc1
6	-0.1%	5%	x	x	x	0%	-4%	6%	x	x	-2.5%	x	CCCC(c1nnnn1CS(=O)(=O)c1ccc(C)cc1)N1CCC(C(N)=O)CC1 (stereo not drawn)
7	0.4%	12%	-2%	-0.33	1.2	-9%	-21%	-34%	-2%	-0.31	-0.9%	-0.27	COc1ccc(-c2nn(-c3ccccc3)cc2CNC(C)Cn2cncn2)c(F)c1 (stereo not drawn)
8	-0.1%	7%	-4%	-0.41	0.53	3%	-4%	-1%	5%	-0.25	2.4%	-0.68	COc1ccc2nc(SC)cc(C)c2c1
9	-0.2%	1%	x	x	x	6%	-2%	-19%	x	x	-1.8%	x	COc1ccccc1C(=O)Nc1ccnn1C1CCN(C(=O)C2CCOC2)CC1 (stereo not drawn)
10	0.2%	-3%	x	x	x	-6%	4%	-28%	x	x	-2.3%	x	O=C(CCCOc1ccc(Cl)cc1)NCCc1ccccc1
11	-0.1%	-6%	-2%	1.8	-0.033	6%	36%	-3%	-4%	-0.041	-3.6%	2.5	Nc1ccc(C(=O)OCC(=O)NC2CCCc3ccccc32)cc1[N+](=O)[O-] (stereo not drawn)
12	-0.1%	2%	-8%	-0.52	-0.36	15%	-39%	46%	11%	-0.2	3.6%	0.62	Cc1nc(NC(=O)c2ccco2)sc1-c1csc(Nc2ccc(Cl)cc2)n1

Compound profiles, from the list above.
Cc1nc(NC(=O)c2ccco2)sc1-c1csc(Nc2ccc(Cl)cc2)n1 reads GPR55 beta-arrestin = -0.1%; AID2073 = 2%; P. falciparum M17LAP = -8%; Dynein transport nuclear GR-EGFP = -0.52; Dynein transport cell count = -0.36; NOD2 inhibition = 15%; KOR beta-arrestin-2 = -39%; NOD1 inhibition = 46%; M1AAP inhibition = 11%; Dynein transport cytoplasmic EGFP = -0.2; KOR beta-arrestin-1 = 3.6%; Dynein transport = 0.62
CCOc1cc(NC(=S)Nc2cccc(C)c2)c(OCC)cc1NC(=O)CC(C)C reads GPR55 beta-arrestin = -0.1%; AID2073 = -44%; P. falciparum M17LAP = 6%; Dynein transport nuclear GR-EGFP = -0.11; Dynein transport cell count = -0.18; NOD2 inhibition = 35%; KOR beta-arrestin-2 = -3%; NOD1 inhibition = 27%; M1AAP inhibition = -1%; Dynein transport cytoplasmic EGFP = -0.18; KOR beta-arrestin-1 = -4.0%; Dynein transport = -0.049

(more compounds)
cpd	GPR55 beta-arrestin	AID2073	P. falciparum M17LAP	Dynein transport nuclear GR-EGFP	Dynein transport cell count	NOD2 inhibition	KOR beta-arrestin-2	NOD1 inhibition	M1AAP inhibition	Dynein transport cytoplasmic EGFP	KOR beta-arrestin-1	Dynein transport	molecule
13	-0.1%	10%	-5%	-0.34	0.73	-21%	35%	-2%	0%	-0.42	-0.7%	-1	COc1ccc(NC(=O)N(Cc2ccc3c(c2)OCO3)C2CC(=O)N(c3ccc(OC)cc3)C2=O)cc1 (stereo not drawn)
14	-0.3%	0%	6%	0.62	-0.77	8%	7%	19%	8%	-0.18	-3.9%	1.3	Cc1ccccc1NC(=O)CSc1nnc(-c2ccoc2C)n1CCc1ccccc1
15	-0.1%	-21%	-4%	-0.25	0.009	-10%	7%	-8%	12%	-0.63	-4.2%	0.089	O=C(NNc1c2ccccc2nc2ccccc12)C(O)c1ccccc1 (stereo not drawn)
16	0.2%	-2%	-9%	-0.5	0.84	12%	6%	2%	1%	-0.22	2.0%	-1	Cc1c(CCO)c(=O)n(C)n1C(=O)c1ccc(Cl)cc1
17	-0.1%	-2%	-5%	0.16	0.04	1%	0%[20 µM]	-8%	-4%	0.23	-5.6%	-1.1	COCCn1c(SCCOc2ccccc2)nc2ccccc2c1=O
18	-0.3%	2%	17%	0.13	1.3	-2%	-7%	-24%	4%	-0.22	3.0%	0.06	COc1ccc(-c2cc(=O)n(CCC#N)[nH]2)cc1
19	-0.1%	-2%	1%	-0.93	0.96	-4%	-11%	-13%	0%	-0.3	1.3%	-0.95	COCCCNCCOc1ccc(C(C)(C)c2ccccc2)cc1
20	0.1%	34%	x	x	x	3%	-9%	-2%	x	x	2.6%	x	CCN1C(=O)c2cccc3c(S(=O)(=O)NC(Cc4ccccc4)C(=O)O)ccc1c23 (stereo not drawn)
21	-0.1%	11%	x	x	x	16%	13%	-31%	x	x	0.6%	x	Cc1[nH]c2ccc(C(=O)N3CCN(c4ccc(F)cc4)CC3)cc2c1C
22	-0.1%	2%	4%	0.17	0.32	0%	16%	4%	9%	-0.26	-2.7%	-0.37	CC(=NCCCNC1CCCCC1)C1=C(O)CC(C)(C)CC1=O
23	-0.2%	4%	6%	-0.39	0.49	-4%	-12%	1%	5%	-0.21	-5.1%	-0.2	CC(C)Nc1nc(NC(C)C)nc(N(C#N)CCOc2ccc(Cl)cc2Cl)n1
24	-0.2%	38%	x	x	x	18%	-10%	-10%	x	x	-1.7%	x	CCOc1ccc(CCNC(=O)Cn2nc(C)c3c(C)n(-c4ccccc4)nc3c2=O)cc1
25	-0.1%	-5%	20%	-0.13	0.3	7%	-4%	-18%	-2%	-0.19	-1.4%	-0.18	O=C(O)CSc1ncn[nH]1
26	0.4%	6%	54%	-0.4	0.74	10%	-7%	-25%	1%	-0.19	-3.2%	-0.018	CCOc1ccc(/C(CCC(=O)O)=N/NC(=S)NC(C)C)cc1
27	0.0%	-8%	x	x	x	34%	-43%	43%*	x	x	4.1%	x	NC(=S)NN=C1c2cc(OCCN3CCOCC3)ccc2-c2ccc(OCCN3CCOCC3)cc21
28	-0.1%	-2%	8%	0.44	0.6	7%	37%	28%	15%	1.2	-2.0%	-0.54	C1=CCC(/C=N/n2cnnc2)CC1 (stereo not drawn)
29	0.6%	-13%	7%	0.031	0.17	10%	6%	-31%	0%	-0.19	-1.6%	-0.05	Cc1ccc(-c2nnn(CC(=O)N(c3ccc4c(c3)OCCO4)C(C(=O)NCC3CCCO3)c3ccc(F)cc3)n2)o1 (stereo not drawn)
30	0.4%	-2%	-3%	0.012	-0.41	-6%	-52%	-13%	-6%	-0.2	-2.5%	0.08	NS(=O)(=O)c1ccc(CNC(=O)C2CCCCC2)cc1
31	0.2%	4%	5%	-0.24	0.37	16%	-16%	-16%	7%	-0.22	12%	-0.57	COCCN(C(=O)CNC(=O)c1ccco1)C(C(=O)NC1CCCCC1)c1cccs1 (stereo not drawn)
32	0.3%	1%	22%	-0.11	-0.32	-4%	19%	-14%	7%	-0.23	-1.6%	-0.16	NS(=O)(=O)c1ccc(N/N=C/c2ccc(C(=O)O)cc2)c([N+](=O)[O-])c1
33	0.1%	-3%	8%	-0.2	-0.74	-6%	-44%	-31%	6%	-0.29	7.1%	-0.096	COCCn1c(N/N=C(C)/C=C/c2ccccc2)nc2c1c(=O)[nH]c(=O)n2C
34	-0.1%	-10%	x	x	x	-23%	15%	20%	x	x	-4.4%	x	Oc1cccc(C(=S)N2CCC(Cc3ccccc3)CC2)c1
35	-0.2%	-40%	x	x	x	-3%	-23%	-4%	x	x	0.4%	x	COc1ccc(-n2c(=S)[nH]c3cc(C(=O)NCc4cccnc4)ccc3c2=O)cc1
36	0.2%	4%	-7%	0.34	-0.23	-5%	-29%	0%	-3%	-0.28	3.9%	0.29	Cc1ccc(OCc2nnc(SCC(=O)N3CCOCC3)n2C)cc1
37	0.4%	3%	x	x	x	15%	-3%	-23%	x	x	-3.7%	x	CCn1cc(C(=O)O)c(=O)c2cnc(N3CCN(C(=S)NC(=O)c4ccc(F)c(F)c4)CC3)nc21
38	-0.1%	4%	x	x	x	0%	-55%	-9%	x	x	-1.7%	x	COc1ccc(S(=O)(=O)N2CCCC(C(=O)N3CCOCC3)C2)cc1OC (stereo not drawn)
39	0.8%	-1%	30%	-0.67	0.41	17%	2%	12%	9%	-0.3	-4.8%	-0.72	COCC(C)n1c(C)cc(C(=O)COC(=O)c2ccc3c(c2)NC(=O)CS3)c1C (stereo not drawn)
40	0.3%	-2%	-3%	0.74	-0.11	-19%	-2%	-16%	1%	-0.32	12%	1.8	O=C1CC(c2cccc(Oc3ccccc3)c2)NC(=O)N1 (stereo not drawn)
41	0.0%	6%	4%	0.34	0.15	12%	18%	8%	8%	-0.21	-2.5%	0.15	CCc1nc(N[C@@H](Cc2c[nH]c3ccccc23)C(=O)O)c2oc3ccccc3c2n1
42	-0.1%	10%	x	x	x	10%	19%[20 µM]	5%	x	x	-4.5%	x	COc1ccc(CNC(=O)C2=CC(c3ccc(C)cc3)=NS(=O)(=O)N2C)cc1
43	-0.1%	14%	-3%	0.71	-0.41	14%	-32%	-10%	12%	-0.21	2.6%	0.88	CCC(C)C(=O)Nc1nc(C)c(-c2csc(Nc3cc(Cl)ccc3OC)n2)s1 (stereo not drawn)
44	-0.1%	-2%	x	x	x	1%	1%	-16%	x	x	3.2%	x	COc1ccc(/C=C(/NC(=O)c2ccccc2)C(=O)NCCN2CCOCC2)cc1OC

These rows are one share of the data. The share of hits here may be higher or lower than overall.
